# Neddylation inh: inhibitors of cullin neddylation, primary screen, biochemical, TR-FRET, uHTS, NAE and Ubc12; calls only at 25 µM; NEDD8-conjugating enzyme Ubc12 (Homo sapiens) + NEDD8-activating enzyme E1 regulatory …; 360,000 tested, 0.58% active; AID 651699, 2012; in the data active = inhibition above about 36%
# CSN inh: inhibitors of CSN-mediated cullin deneddylation, primary screen, biochemical, fluorescence polarization, uHTS | 360,000 tested, 0.38% active | Purified CSN, SCF-Nedd8-OG deneddylation | inhibition, % at 12.5 µM | COP9 signalosome complex subunit 5 (Homo sapiens), Q92905;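 active = pattern-corrected inhibition above about 35%, with an unprinted fluorescence ratio check between 0.5 and 1.5, limit read from the data, passing the limit was not always enough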;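 also: 0% = enzyme with substrate and 100% = substrate without enzyme; some results filed as inactive read as strong as hits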
#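 Material: purified human Csn5 enzyme expressed in HEK293T cells / Medium: Tris buffer pH 7.5, NaCl, DTT, Tween-20, trehalose, ovalbumin / Compound dosing: 12.5 µM single point / Schedule: 90 min incubation of compound, enzyme and substrate at room temperature / Signal: fluorescence polarization of the substrate / Control set: no-enzyme wells high, enzyme-with-substrate wells low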
# Rin1 Abl inh: inhibitors of Rin1-Abl protein binding, primary screen, biochemical, TR-FRET | inhibition, % at 7.35 µM | 360,000 tested, 0.4% active; in the data active = inhibition above about 5%, passing the limit was not always enough
# FAS-TE inh: FAS thioesterase domain inhibitors, primary screen, biochemical, fluorescence intensity, uHTS; 360,000 tested, 0.67% active; recombinant FAS-TE, OMFH fluorogenic substrate, fluorescence endpoint; Fatty acid synthase (Homo sapiens), P49327; inhibition, % at 15 µM; AID 602261, 2012;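 active = compounds whose normalised, plate-corrected inhibition of enzyme fluorescence in the single-dose primary screen is 50% or more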;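 also: 0% = DMSO with enzyme and 100% = substrate without enzyme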
# bovine MsrA act: bovine MsrA enzyme activators, primary screen, biochemical, absorbance, HTS | activation, % at 10.6 µM | Methionine sulfoxide reductase A (Bos taurus) | purified bovine MsrA, absorbance read-out | 360,000 tested, 0.3% active; in the data active = activation above about 7.5%;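 also: 0% = vehicle and 100% = reference activator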
# eLon inh: inhibitors of E. coli Lon protease, primary screen, biochemical, fluorescence polarization | purified E. coli Lon protease | inhibition, % at 7.94 µM | 360,000 tested, 0.42% active | AID 602123, 2011; in the data active = inhibition above about 13%, passing the limit was not always enough;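 also: 0% = enzyme with probe and DMSO and 100% = no enzyme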
# PABP1 MLLE inh: inhibitors of PABP1 MLLE–PAM2 peptide binding, primary screen, biochemical, fluorescence polarization, FITC-PAM2, GST-MLLE | Polyadenylate-binding protein 1 (Homo sapiens), P11940 | 360,000 tested, 0.36% active | AID 588489, 2011 | inhibition, % at 20 µM; in the data active = inhibition above about 35%, passing the limit was not always enough;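 also: plate controls were DMSO wells with GST-MLLE for no effect and wells lacking GST-MLLE protein for full effect; some results filed as inactive read as strong as hits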
# MsrA inhibitor: bovine MsrA enzyme inhibitors, primary screen, biochemical, absorbance, HTS; Methionine sulfoxide reductase A (Bos taurus); purified bovine MsrA, absorbance read-out; inhibition, % at 15.5 µM; 360,000 tested, 0.75% active; in the data active = inhibition above about 4.5%;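 also: 0% = vehicle wells with enzyme and 100% = reference inhibitor wells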
# TbMetRS inhib: T. brucei MetRS inhibitors, primary screen, biochemical, luminescence | purified T. brucei MetRS, ATP depletion, Kinase-Glo luminescence | inhibition, % at 11.9 µM | 360,000 tested, 0.4% active | AID 624268, 2012;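 active = inhibition above a per-plate cutoff of the control wells' mean inhibition plus 3 SD, cut at about 5.5% in these data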;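 also: 0% = DMSO wells median and 100% = median of wells with control inhibitor compound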
#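 Test system: purified T. brucei MetRS enzyme. Also added: ATP, methionine and E. coli bulk tRNA substrates. Compound: 11.9 µM single point. Schedule: 15 min enzyme-compound preincubation, 2 h reaction, 10 min detection, 25 °C. Signal: luciferase luminescence of residual ATP, Kinase-Glo. Evaluation: percent inhibition versus plate control medians. Controls: DMSO wells, low control.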
# An asterisk follows results filed as active; i = inactive; / = not tested or not shown.
No.	SMILES	PABP1 MLLE inh	CSN inh	Neddylation inh	eLon inh	FAS-TE inh	bovine MsrA act	Rin1 Abl inh	MsrA inhibitor	TbMetRS inhib
1	O=C(Nc1ccccc1C(=O)NCc1cccnc1)c1ccco1	-4	0	i	-3	-8	-4	0	0.6	0.1
2	COc1ccc(-c2nnc(SCC(=O)Nc3cc(S(=O)(=O)N4CCCCC4)ccc3Cl)n2N)cc1	-19	-1	i	0	-7	-1	-3	-0.6	0.0
3	CCn1c(CNC(=O)c2ccco2)nnc1SCC(=O)c1ccccc1	3	-1	i	-5	-4	-2	0	-0.3	-0.2
4	CCn1c(SCC(=O)NC(=O)Nc2ccc3c(c2)OCCO3)nnc1-c1cccs1	-18	9	i	8	-6	-1	4	0.3	-0.6
5	Cc1ccc(S(=O)(=O)N(C)c2ccc(OC(=O)c3ccc(=O)[nH]c3)cc2)cc1	-6	-1	i	4	-5	-8	2	0.2	-0.4
6	CC(=O)c1cc(-c2ccc(F)cc2)n(CCC(=O)Nc2cccc(C)n2)c1C	6	3	i	-3	2	-3	1	0.4	0.3
7	C/C(=N\NC(=S)NC(C)C)c1ccc(Cl)c([N+](=O)[O-])c1	28	1	i	5	9	-2	-2	0.8	-0.1
8	COC(=O)c1sc(N2CCCCC2)c(C#N)c1N	15	3	i	2	-1	-1	-3	1.7	0.8
9	Cc1nn(C)cc1NC(=O)CCSc1nc(-c2ccco2)cc(C(F)(F)F)n1	6	8	i	-1	-2	-1	-2	0.2	-0.2
10	COc1ccc(C(=O)NCCN2CCOCC2)cc1[N+](=O)[O-]	3	-4	i	-1	-3	-1	1	1.9	-0.2
11	CCOC(=O)c1cccnc1SCC(=O)NCc1ccccc1	6	-3	i	-2	-4	-2	-1	0.1	-0.6
12	C=CCNc1nc(Nc2ccc(Cl)cc2)nc(OC)n1	1	1	i	14	-5	-6	2	-0.2	0.0
13	CCOC(=O)C1CCCN(Cc2ccccc2F)C1 (centres undefined)	0	-1	i	1	-10	-5	2	-0.4	-1.0
14	S=c1nc(Cc2ccc(Cl)cc2)[nH]c2ccccc12	-23	0	i	-1	0	-18	0	-0.2	2.1
15	CC(C)(C)c1ccc(S(=O)(=O)N2CCSC2)cc1	-1	-5	i	-10	3	-1	0	-0.3	1.5
16	C=CCC1(NC(C)c2ccccc2)CCCCC1 (centres undefined)	3	-5	i	-4	-14	-7	2	1.6	-0.1
17	CCOC(=O)N1CCN(c2ncnc3c2[nH]c2ccc(F)cc23)CC1	-3	-4	i	-7	-2	-3	0	2.6	0.9
18	Cc1ccc(-c2csc3nc4ccc(C(=O)NCCO)cc4c(=O)n23)cc1	15	-2	/	5	-8	-1	-2	0.2	0.3
19	c1ccc(-n2cnc3ccccc32)cc1	10	4	i	2	-3	-3	1	-1.6	-0.4
20	CCc1ccccc1NC(=O)CSc1nc2ccccc2n1CC(=O)N(C)C	-10	1	i	9	-4	-2	-2	0.4	0.2
21	O=C1CN(c2ccccc2F)C(=O)CN1c1ccccc1F	-8	4	i	4	-6	-2	1	0.6	-0.3
22	Nc1nc(SCc2ccc(Cl)cc2Cl)nc2nc3c(cc12)CCCC3	-39	16	i	-28	2	-4	-3	2.0	1.2
23	O=C(Cn1cnc([N+](=O)[O-])c1)Nc1ccc(F)c(Cl)c1	17	4	i	-8	10	-3	4	0.6	3.5
24	Nc1ccc(-c2nc3cc([N+](=O)[O-])ccc3o2)cc1	4	-2	i	-1	15	-2	-2	3.8	0.4
25	CN(Cc1ccccc1)C(=O)c1cccc(NC(=O)Cc2ccc(NC(=O)C3CCN(C(=O)C4CC4)CC3)cc2)c1	5	-1	i	-7	-10	-2	-4	0.1	-0.4

# Sorted by count of non-hydrogen atoms (descending): 3 of the compounds above
No.	SMILES	PABP1 MLLE inh	CSN inh	Neddylation inh	eLon inh	FAS-TE inh	bovine MsrA act	Rin1 Abl inh	MsrA inhibitor	TbMetRS inhib
25	CN(Cc1ccccc1)C(=O)c1cccc(NC(=O)Cc2ccc(NC(=O)C3CCN(C(=O)C4CC4)CC3)cc2)c1	5	-1	i	-7	-10	-2	-4	0.1	-0.4
9	Cc1nn(C)cc1NC(=O)CCSc1nc(-c2ccco2)cc(C(F)(F)F)n1	6	8	i	-1	-2	-1	-2	0.2	-0.2
14	S=c1nc(Cc2ccc(Cl)cc2)[nH]c2ccccc12	-23	0	i	-1	0	-18	0	-0.2	2.1

# Record cards, as listed above. Values in the order: PABP1 MLLE inh, CSN inh, Neddylation inh, eLon inh, FAS-TE inh, bovine MsrA act, Rin1 Abl inh, MsrA inhibitor, TbMetRS inhib
# CCn1c(SCC(=O)NC(=O)Nc2ccc3c(c2)OCCO3)nnc1-c1cccs1 in the list: -18, 9, i, 8, -6, -1, 4, 0.3, -0.6
# Cc1ccc(-c2csc3nc4ccc(C(=O)NCCO)cc4c(=O)n23)cc1 in the list: 15, -2, /, 5, -8, -1, -2, 0.2, 0.3
# CC(=O)c1cc(-c2ccc(F)cc2)n(CCC(=O)Nc2cccc(C)n2)c1C in the list: 6, 3, i, -3, 2, -3, 1, 0.4, 0.3
# C=CCNc1nc(Nc2ccc(Cl)cc2)nc(OC)n1 in the list: 1, 1, i, 14, -5, -6, 2, -0.2, 0.0
# COC(=O)c1sc(N2CCCCC2)c(C#N)c1N in the list: 15, 3, i, 2, -1, -1, -3, 1.7, 0.8

# 6 of the entries above in order of their number in bovine MsrA act, smallest number first.
item	SMILES	bovine MsrA act
5	Cc1ccc(S(=O)(=O)N(C)c2ccc(OC(=O)c3ccc(=O)[nH]c3)cc2)cc1	-8
16	C=CCC1(NC(C)c2ccccc2)CCCCC1 (centres undefined)	-7
1	O=C(Nc1ccccc1C(=O)NCc1cccnc1)c1ccco1	-4
19	c1ccc(-n2cnc3ccccc32)cc1	-3
25	CN(Cc1ccccc1)C(=O)c1cccc(NC(=O)Cc2ccc(NC(=O)C3CCN(C(=O)C4CC4)CC3)cc2)c1	-2
9	Cc1nn(C)cc1NC(=O)CCSc1nc(-c2ccco2)cc(C(F)(F)F)n1	-1

# The results go on:
No.	SMILES	PABP1 MLLE inh	CSN inh	Neddylation inh	eLon inh	FAS-TE inh	bovine MsrA act	Rin1 Abl inh	MsrA inhibitor	TbMetRS inhib
26	CC(=O)c1sc(NC(=O)c2ccc3c(c2)OCO3)nc1C	13	0	i	13	-3	-9	-5	2.7	-0.3
27	Cc1ccc(-c2cc(C(F)F)n3ncc(C(=O)N4CCN(c5cccc(C)c5C)CC4)c3n2)cc1	-8	-8	i	1	38	-1	1	1.1	0.5
28	CCC1(C)Cc2c(sc3c2c2ncnn2c2nnc(SCC(=O)NCc4ccco4)n32)CO1 (centres undefined)	-86	4	i	-10	-6	-6	6	-1.2	-1.1
29	COCCN1CCC(CO)C1 (centres undefined)	-11	-2	i	2	-8	-5	3	0.2	0.0
30	O=C(COC(=O)c1ccc(Cl)nc1)Nc1ncc(Cl)cc1Cl	-11	2	i	-1	1	1	1	0.2	0.3
31	Cc1ccccc1CN(c1ccc(C(=O)N/N=C/c2ccc(OCC(N)=O)cc2)cc1)S(C)(=O)=O	15	6	i	-5	-4	-11	-5	1.6	-1.1
32	Cn1c(=O)oc2cc(S(=O)(=O)N3CCN(Cc4ccc5c(c4)OCO5)CC3)ccc21	-4	-3	i	-4	6	-4	-4	-0.3	-0.1
33	CCCc1cc(=O)oc2c(C)c(OCC(=O)NCCCn3ccnc3)ccc12	0	0	i	-11	-4	-8	1	1.2	-0.3
34	CC1=C(C)CC(C(=O)Nc2nc(C)cs2)C(C(=O)O)C1 (centres undefined)	2	0	i	-6	-6	-3	4	-1.5	-0.1
35	NC(=O)c1ccsc1NC(=O)COC(=O)Cc1ccc(F)cc1	-2	2	i	-11	-4	-4	4	-0.2	-0.1
36	O/N=C/c1cc(Br)ccc1OCc1ccccc1F	3	5	i	-3	-11	-7	1	0.4	-1.9
37	Nc1ccn(C2OC(CO)C(O)C2O)c(=O)n1 (centres undefined)	13	1	i	-7	-5	1	2	-1.1	0.7
38	O=C(NCc1ccc(Cl)cc1)c1ccc2ccccc2n1	-4	-2	i	-8	23	-2	0	1.7	-0.7
39	COc1ccc(C(=O)COC(=O)CCN2C(=O)[C@@H]3[C@H](C2=O)[C@@H]2C[C@H]3C(Br)C2Br)cc1 (some centres undefined)	5	-1	i	5	18	-4	-1	0.1	-0.8
40	O=C(Nc1cccc(-c2nc3ccccc3[nH]2)c1)c1ccccn1	-18	4	i	5	-1	-1	0	-0.2	0.2
41	CC1CCCC(NC(=O)CCS(=O)(=O)c2ccc3c(c2)NC(=O)CS3)C1C (centres undefined)	-6	4	i	0	-5	0	-1	0.2	-0.2
42	Cc1nn(Cc2ccc(Cl)cc2)c(Cl)c1/C=N/NC(=O)CNc1ccccc1F	1	-8	i	-5	6	-4	0	-0.3	0.4
43	O=C(Nc1nc2c(s1)CCCC2)c1cc2n(n1)C(C(F)(F)F)CC(C1CC1)N2 (centres undefined)	-46	-6	i	-11	12	-1	1	0.8	-0.3
44	Cc1ccc2oc(=O)c3cnn(CC(=O)NCCN(C)C)c3c2c1	-2	5	i	-10	-3	-1	-2	0.1	-0.6
45	CC(C)c1c(O)cc(-c2ccncc2)n(-c2ccc(Cl)cc2)c1=O	7	2	i	4	-5	-5	1	0.9	-0.7
46	CN(C(=O)COC(=O)c1cc(S(=O)(=O)N2CCOCC2)c(Cl)cc1Cl)C1CCS(=O)(=O)C1 (centres undefined)	-24	1	i	5	-3	-3	1	1.7	0.9
47	Cc1nc(SCC(=O)N2CCN(c3ccccc3)CC2)n[nH]1	9	5	i	14	-8	-4	-1	-1.0	-0.3
48	CC(C)CSc1nc2ccccc2n1CC(=O)O	-3	-1	i	-1	-6	-8	6	0.9	-1.1
49	N#Cc1ccccc1S(=O)(=O)N1CCN(c2ccc(S(=O)(=O)N3CCOCC3)cn2)CC1	-12	0	i	-7	14	-10	2	-0.5	-0.8

# Hits appear at their usual frequency. About 4% of those tested had a hit in this group.
